Bioassay records: PubChem BioAssay, National Center for Advancing Translational Sciences (NCATS)
Menin MLL FP TR – menin-MLL binding inhibition, Texas Red mutant peptide. Menin + Texas Red MLL mutant peptide, fluorescence polarization. Potency, µM (top dose mostly 61.6 µM), without a hit: at the top dose FP activity change, negative = inhibition, usual class: inhibitors. AID 1768. O00255. hit rate 0.23% among 270,000; active = well fitted inhibition curve with a large enough effect in the polarisation, with a control signal flat, not every such curve was filed as active; inconclusive = small, poorly fitted or top-dose-only effect, or effect the other way, or a change in a side signal; inactive = no such curve, though single readings can be large or run the other way; the % refers to the polarisation; note: potency is the fitted concentration of half-maximal effect; % of control where 0% means no effect; many of its hits are not listed in these tables
Target sequence (O00255 whole entry, looked up): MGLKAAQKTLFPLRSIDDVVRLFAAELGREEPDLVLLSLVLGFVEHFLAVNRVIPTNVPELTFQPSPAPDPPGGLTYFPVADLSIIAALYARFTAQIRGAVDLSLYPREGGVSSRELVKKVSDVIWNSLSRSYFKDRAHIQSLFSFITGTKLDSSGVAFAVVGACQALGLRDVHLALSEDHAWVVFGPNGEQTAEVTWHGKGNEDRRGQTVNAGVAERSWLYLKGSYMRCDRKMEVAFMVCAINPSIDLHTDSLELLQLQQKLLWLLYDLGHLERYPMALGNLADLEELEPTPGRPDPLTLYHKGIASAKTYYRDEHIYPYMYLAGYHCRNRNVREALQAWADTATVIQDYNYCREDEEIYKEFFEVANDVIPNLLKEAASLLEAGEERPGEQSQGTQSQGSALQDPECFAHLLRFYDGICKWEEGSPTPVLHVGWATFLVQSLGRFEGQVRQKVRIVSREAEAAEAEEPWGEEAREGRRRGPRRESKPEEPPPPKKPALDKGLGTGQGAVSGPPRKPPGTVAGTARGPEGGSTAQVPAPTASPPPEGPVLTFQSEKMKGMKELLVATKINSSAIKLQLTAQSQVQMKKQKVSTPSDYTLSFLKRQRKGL
p53 reactivation – mutant p53 re-activation in reporter cells; H1299 p53-A138V BP100-luciferase reporter, luminescence, 24 h; Potency, µM (titrated, usually from 92.2 µM), for the others: at the top dose activity change, positive = activation, hits mostly activators; hit rate 0.063% among 320,000; AID 504706; note: potency is the fitted concentration of half-maximal effect; % of control where 0% means no effect; nearly all actives have a fitted effect of over 45% in size
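H1299 (p53-null), stable ts p53-A138V + BP100-Luc; 1000 cells/well, Opti-MEM/10% FBS; cpd 4 pt, 1:5; 24 h, 37 deg C, 5% CO2; detection reagent 10 min RT; luminescence.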
BRCA1 expr act – BRCA1 expression activation | AID 624202 | hit rate 1.1% among 380,000 | Potency, µM (highest dose often 46.1 µM), for inactives: at the top dose activation, usual class: activators | MCF7-BRCA1-FFLuc reporter, luminescence, 48 h; response scale: scaled: vehicle 0%, 10 µM genistein 100%; note: potency is the fitted concentration of half-maximal effect; nearly all actives have a fitted effect of over 80% in size; some results filed as inactive show a strong effect at the top dose
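Luminescence from a BRCA1-driven firefly luciferase in MCF7 cells was the read-out, taken 15 min after substrate addition following 48 h compound exposure at 37 °C. Data were normalized to a 10 microM genistein control and DMSO vehicle.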
Rab9 prom act – activators of Rab9 promoter | Huh7 Rab9 promoter-luciferase reporter, luminescence, 24 h | Potency, µM (highest dose often 9.22 µM), for inactives: at the top dose activation, negative = inhibition, hits mostly activators | hit rate 2.8% among 320,000 | AID 485297; note: potency is the fitted concentration of half-maximal effect; % of control where 0% means no effect; nearly all actives have a fitted effect of over 60% in size
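Measured in stably transfected Huh7 cells bearing a Rab9 promoter–luciferase construct: 24 h compound treatment at 37 °C, followed by luminescence detection.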
ELG1 genotox – genotoxicity induction in ELG1-luciferase HEK293T cells | HEK293T ELG1-luciferase reporter, luminescence, 16 h | hit rate 1.3% among 330,000 | AID 504466 | Potency, µM (titrated, usually from 46 µM), for the others: at the highest dose activity change, positive = activation, hits mostly activators; note: potency is the fitted concentration of half-maximal effect; % of control where 0% means no effect; nearly all actives have a fitted effect of over 60% in size
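Reporter readout depends on ELG1 protein level, which increases with genetic stress. After 16 hr compound exposure at 37 °C, luciferase activity was quantified using ONE-Glo.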
Giardia kill – Giardia lamblia killing. hit rate 0.15% among 340,000. Giardia lamblia trophozoite viability. activity change, % at 7.66 µM, hits read low; in the data active = activity change below about -80%; inconclusive = between about -30% and that limit;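 note: parasites exposed to compound for two days anaerobically before the ATP read; % is set by controls: 0 for no effect and ±100 for the full control effect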
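Luminescent ATP signal served as the viability read-out, measured 15-30 min after adding ATP detection reagent to trophozoites that had been incubated with compounds for 48 hrs at 37 deg C anaerobically at 100 cells/well.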
Gal4-VP16 FLuc – inhibits Gal4-VP16 luciferase reporter, ROR gamma counter-screen; AID 2546; Drosophila S2 Gal4-VP16 UAS-luciferase, luminescence, 20 h; hit rate 3.5% among 310,000; Potency, µM (top dose mostly 53.6 µM), inactives show at the highest dose activity, negative = inhibition, most hits filed as inhibitors;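 note: Gal4-VP16 expression switched on by copper sulfate through the metallothionein promoter; potency is the fitted concentration of half-maximal effect; % is set by controls: 0 for no effect and ±100 for the full control effect; nearly all actives have a fitted effect of over 50% in size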
PKM2 activator – PKM2 (human) enzyme activation | hit rate 0.34% among 260,000 | AID 1631 | P14618 | Potency, µM (doses to about 57.5 µM), for inactives: at the top dose activation, actives largely listed as activators | purified PKM2, Kinase-Glo ATP luminescence, activation; response scale: 0% is enzyme alone, no compound; note: potency is the fitted concentration of half-maximal effect; % is set by controls: 0 for no effect and ±100 for the full control effect; nearly all actives have a fitted effect of over 55% in size
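Purified hPK-M2 (>95%) run at intermediate activity with 0.1 mM ADP and 0.5 mM PEP in 50 mM imidazole pH 7.2, KCl, MgCl2; 1 h room temperature. ATP formed read by Kinase-Glo luminescence; normalized to uninhibited and no-enzyme controls.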
RORg inh – ROR gamma (mouse) transcription inhibition. P51450. Drosophila S2 Gal4-RORgamma UAS-luciferase reporter, 20 h. Potency, µM (top dose mostly 53.6 µM), inactives show top-dose activity change, negative = inhibition, actives largely listed as inhibitors. hit rate 5.4% among 310,000. AID 2551; note: potency is the fitted concentration of half-maximal effect; % is set by controls: 0 for no effect and ±100 for the full control effect; nearly all actives have a fitted effect of over 60% in size
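Drosophila Schneider cells stably carrying a metallothionein-driven Gal4 DBD–ROR gamma fusion and a UAS-Photinus luciferase reporter were exposed to compound for 1 hr, then induced with copper sulfate (700 uM final) for 20 hr at ambient temperature before luminescence reading.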
FLuc modulator – inhibits or activates purified firefly luciferase, miR-21 counter-screen; P08659; purified FLuc, Km substrates, luminescence inhibition; Potency, µM (series often up to 57.5 µM), without a hit: at the highest dose activity change, negative = inhibition, usual class: inhibitors; hit rate 6.9% among 360,000; AID 588342;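 note: potency is the fitted concentration of half-maximal effect; plate controls were vehicle for no effect and reference inhibitor for full effect; nearly all actives have a fitted effect of over 55% in size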
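Purified P. pyralis luciferase (10nM final) with 10uM D-luciferin and 10uM ATP (Km levels) in 50mM Tris acetate pH 7.5, 10mM Mg acetate, 0.01% Tween-20, 0.05% BSA; qHTS 6-point titration, ~60 µM downward; luminescence read.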
NPC1 promoter act – activators of NPC1 promoter | Huh7 NPC1 promoter luciferase reporter, 24 h | Potency, µM (doses to about 9.22 µM), for inactives: at the highest dose activation, actives largely listed as activators | hit rate 2.4% among 320,000;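 note: potency is the fitted concentration of half-maximal effect; % of control where 0% means no effect; nearly all actives have a fitted effect of over 60% in size; reporter is driven by a mutant NPC1 promoter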
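Stable NPC1-promoter luciferase Huh7 line; cpd (DMSO) 24 h, 37 °C, 5% CO2; Amplite luciferase reagent 10 min RT; luminescence readout. qHTS format.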
Active calls of the source: *; ? = inconclusive; . = not tested or not shown; [ ] = remark or other dose. Unless noted, calls come from the whole dose curve; as a rule, active = well fitted curve in the direction sought with a large enough effect; inconclusive = small, poorly fitted or top-dose-only effect, or another doubt; inactive = no such curve, though single readings can be large; an effect the other way counts as inactive or inconclusive.

SMILES	RORg inh	BRCA1 expr act	PKM2 activator	Rab9 prom act	Giardia kill	FLuc modulator	Gal4-VP16 FLuc	ELG1 genotox	Menin MLL FP TR	NPC1 promoter act	p53 reactivation
CN(CC(=O)Nc1ccc(F)cc1)C(=O)COC(=O)c1ccccc1	.	-5%	.	-4%	-2	1%	.	0%	.	-2%	-7%
Cn1c(SCC(=O)O)nnc1-c1ccc2ncccc2c1	0%	.	-5%	0%	.	-1%	-2%	-2%	.	-5%	4%
CC(C)c1ccc(/C=C/C(=O)NC2CCCCC2)cc1	?	70%	7%	-6%	14	-7%	-15%	-3%	1%	-1%	23%
CC(C)(C)OC(=O)N1CCCC1C(=O)NCCc1ccccc1 (configuration not stated)	9%	10%	-1%	1%	1	0%	-1%	1%	1%	-1%	3%
N/C(=N\c1nc2c(c(=O)[nH]1)CCCC2)Nc1ccc(Oc2ccccc2)cc1	10%	-30%	6%	-7%	-3	2%	3%	-3%	-16%	-9%	3%
COc1cc(/C=C(\C#N)C(=O)Nc2cccc3ncccc23)ccc1O	-26%	.	0%	0%	.	0%	1%	0%	-14%	-4%	-1%
CN(CC(=O)Nc1ccc(Cl)c(C(F)(F)F)c1)C(=O)c1cccnc1Sc1ccccc1	?	-4%	-7%	5%	10	2%	-11%	-3%	.	-2%	-14%
CN1CCC(=NNC(=O)CN(c2cccc([N+](=O)[O-])c2)S(=O)(=O)c2ccccc2)CC1	12%	8%	.	9%	-7	0%	5%	-1%	9%	4%	1%
CN(C(=O)c1ccc(Br)cc1)C1CCS(=O)(=O)C1 (configuration not stated)	.	-2%	.	2%	-20	-1%	.	3%	.	-4%	1%
Cc1cc(OC(=O)c2cc(Cl)ccc2Cl)c([N+](=O)[O-])c(=O)[nH]1	3%	3%	-6%	0%	8	-3%	-29%	5%	-10%	1%	.
CC(C)CCN1CCN(Cc2ccc(C(F)(F)F)cc2)CC1CCO (configuration not stated)	-12%	-5%	-1%	-1%	1	3%	7%	-6%	-4%	-5%	3%
S=c1[nH]c(-c2ccccc2)cs1	7.1µM*	-1%	1%	20%	-23	?	?	7%	2%	21%	-3%
CCN1CCN(c2c(Cl)cccc2NC(=O)c2ccc3nsnc3c2)CC1	9%	0%	0%	1%	-1	1%	3%	-2%	.	-3%	-1%
COc1ccc(C)cc1NC(=O)CNc1ccccc1CN(C)C1CCCCC1	25%	-34%	0%	-3%	13	0%	13%	-9%	-25%	-5%	-2%
CC(C)Nc1nnc(SCC(=O)NCc2ccc3c(c2)OCO3)s1	-2%	-5%	3%	2%	-9	-5%	3%	-1%	-6%	-6%	1%
CC(C)NC(=O)COC(=O)Cn1[nH]c(=O)c2ccccc2c1=O	-6%	-14%	.	1%	10	0%	11%	1%	0%	-9%	7%
CC(=O)Nc1ccc(C(=O)Nc2ccc(S(=O)(=O)Nc3nccc(C)n3)cc2)cc1	11%	-4%	-3%	0%	-10	-1%	-4%	0%	4%	0%	8%
O=C(CC1CCCC1)N1CCCC(Nc2ccc(F)cc2)C1 (configuration not stated)	24%	-13%	-4%	6%	18	-1%	-13%	-5%	.	1%	-14%
CC(C)n1c(O)c(N=NC(=O)CNC(=O)c2cccnc2)c2ccccc21	-1%	-25%	.	6%	-28	1%	-2%	2%	.	-5%	0%
COc1cccc(C2=CC(=O)C[C@H](c3ccc(Cl)cc3)C2)c1OC	.	0%	.	-3%	2	0%	.	0%	.	-1%	-14%
COc1ccc(-n2nc3c(c2NC(=O)c2ccc(N4C(=O)CCC4=O)cc2)CSC3)cc1	14%	2%	6%	0%	1	3%	-16%	0%	-7%	-6%	0%
Cc1ccc(N/C=C(\C2OC(=O)c3ccccc32)[N+](=O)[O-])c(C)c1 (configuration not stated)	?	-5%	-5%	11%	-3	?	?	6%	-5%	0%	-9%
O=C(Cc1ccc(S(=O)(=O)N2CCOCC2)s1)Nc1ccccc1N1CCCC1	-27%	-17%	2%	-6%	15	0%	-7%	-3%	9%	-1%	-6%
O=C(CN1C(=O)CCSc2ccccc21)Nc1ccc(F)cc1	3%	9%	-9%	1%	-12	1%	10%	0%	-1%	-5%	-13%
COc1ccc(C)cc1NC(=O)CN1CCN(S(=O)(=O)c2ccc3ccccc3c2)CC1	.	-34%	.	6%	-6	.	.	-1%	.	0%	-8%
CC1(C)Cc2nc(N3CCCC3)c(C#N)cc2CO1	-23%	-22%	7%	-4%	29	-8%	6%	0%	-2%	-9%	-5%
CCOC(=O)C1=C(CS(=O)(=O)c2ccccc2)NC(=O)NC1c1ccccc1 (configuration not stated)	39%	0%	-3%	2%	-10	7%	4%	1%	0%	-5%	4%
C=CCOc1ccc(/C=C/C(=O)OCC(=O)N(C)C2CCS(=O)(=O)C2)cc1 (configuration not stated)	-8%	6%	-17%	-2%	-4	?	10%	0%	.	-5%	2%
CN(c1ncc(C(F)(F)F)cc1Cl)N1C(=O)c2cccc(N)c2C1=O	-8%	-2%	6%	-7%	-1	1%	-29%	-4%	25%	0%	6%
CC(C)(C)c1ccc(OCC(=O)NCc2ccco2)cc1	1%	43%	1%	1%	-1	?	19%	2%	-3%	1%	29%
Cc1cc(C(=O)O)c(S(C)(=O)=O)s1	-16%	0%	3%	0%	6	2%	-10%	1%	24%	2%	2%
CCOC(=O)c1cn(CC)c2c(ccc3ccccc32)c1=O	.	14%	-1%	19%	1	24µM*	.	12%	16%	22%	.
S=c1[nH]cnc2scc(-c3ccc(Cl)cc3)c12	0.45µM*	-23%	1%	0%	12	1%	1µM*	-8%	.	-5%	-2%
O=C(C1=NNCC1c1ccc(Cl)cc1)C1CO1 (configuration not stated)	-2%[10 µM]	-22%	-3%	-1%	-3	2%	2%	-9%	2%	-2%	-11%
CC(NC(=O)CNC(=O)c1ccco1)c1ccccc1 (configuration not stated)	-2%	2%	0%	0%	-6	0%	0%	6%	10%	1%	0%
CN(/C(=N/S(=O)(=O)c1cccs1)c1ccccc1)c1ccc(O)cc1	11%	-19%	-3%	-6%	0	-2%	3%	-3%	1%	-7%	-4%
Cc1cc(C)nc(SCc2ccc(Br)cc2)n1	24%	-1%	-2%	-4%	18	-2%	-5%	2%	-11%	-3%	.
Cc1nc2cc(F)ccc2n1C1CCN(C(=O)c2c(F)cccc2F)CC1	28%	-7%	.	0%	10	1%	-6%	-6%	0%	-12%	-12%
Cn1c(=O)c2c(nc(CN3CCCCC3)n2Cc2c(F)cccc2Cl)n(C)c1=O	-20%	-5%	-2%	-5%	1	-1%	2%	0%	0%	-7%	7%
Clc1ccc(-c2nc(N3CCOCC3)nc3ccccc23)cc1	-15%	-6%	0%	6%	-4	1%	-3%	-2%	6%	-2%	.
CSC1=NC(C)(C)CC2(C)Nc3ccccc3N12 (configuration not stated)	-24%	-3%	1%	0%	-10	3%	0%	7%	0%	1%	10%
CCN(CC)CCNC(=O)CSc1c2c(nc3cc(Cl)ccc13)CCCC2	-16%	-91%[inhibitor]	6%	0%	5	2%	1%	-1%	0%	-5%	-17%
O=C(Nc1nc2ccccc2s1)NC1CCCCC1	13µM*	?	2%	0.63µM*	-7	1.9µM*	-46%	?	?	1.4µM*	10%
CCOC(=O)N1CCC(N(CCN(C)C)C(=S)Nc2cccc(SC)c2)CC1	?	0%	6%	-3%	0	-2%	2%[10 µM]	1%	-8%	-1%	7%
COC(=O)c1cc(S(=O)(=O)N2CCCCCC2)cn1C	0%	-11%	.	-10%	-22	0%	2%	-1%	.	1%	13%
NC(=O)c1ccc(CN2CCC(Cc3ccccc3)CC2)cc1	-1%	-13%	-3%	-1%	26	1%	-12%	-5%	-8%	0%	5%
CCCOC(=O)c1ccc(Nc2nc(C)cc(=O)[nH]2)cc1	?	-14%	-3%	-7%	-4	?	-5%	0%	13%	-1%	18%
c1ccc(Nc2c(-c3ccco3)nc3ccccn23)cc1	-8%[10 µM]	0%	6%	-5%	5	?	23%	2%	-1%	-2%	9%
O=S(=O)(Nc1ccc(N2CCOCC2)cc1)c1cc(Cl)ccc1Cl	0%	-26%	.	-6%	5	-1%	6%	6%	16%	-2%	0%

These rows are one share of the data. The share of hits here may be higher or lower than overall.
